Screening data deposited in PubChem BioAssay by Sanford-Burnham Center for Chemical Genomics.
CCR6 antagonist: blocks CCL20-driven beta-arrestin recruitment at human CCR6. AID 493098. P51684. CHO-K1 CCR6 PathHunter beta-arrestin, luminescence, CCL20-stimulated. 0.49% of 340,000 active. inhibition, % at 20 µM;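 active = compounds whose inhibition of the agonist-driven luminescence signal at 20 µM reaches about 50%, limit read from the data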;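 note: cells stimulated with CCL20 at 14 nM final; plate controls were DMSO with CCL20 for no effect and DMSO without agonist for full effect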
Target sequence (P51684 whole entry, looked up): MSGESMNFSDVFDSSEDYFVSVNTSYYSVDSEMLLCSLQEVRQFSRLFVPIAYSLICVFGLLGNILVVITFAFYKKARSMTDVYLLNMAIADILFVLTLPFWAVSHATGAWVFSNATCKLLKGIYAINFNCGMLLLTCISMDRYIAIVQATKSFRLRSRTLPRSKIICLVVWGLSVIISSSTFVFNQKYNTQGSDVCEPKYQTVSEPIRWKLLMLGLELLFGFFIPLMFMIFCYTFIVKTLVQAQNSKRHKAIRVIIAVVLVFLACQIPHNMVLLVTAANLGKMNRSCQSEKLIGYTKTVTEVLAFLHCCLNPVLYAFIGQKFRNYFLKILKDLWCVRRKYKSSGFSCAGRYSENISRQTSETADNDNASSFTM
NR3A LBD binder: modulates the human NR3A ligand-binding domain | 2.5% of 340,000 active | Tm shift relative to glycine control, % at 25 µM | NR3A LBD differential scanning fluorimetry, Tm shift; 0% = protein alone, 100% = glycine-bound protein | AID 1259313;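 active = melting temperature shift of at least 10% of the positive control shift, at one fixed dose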
APOBEC3A inh: inhibitors of human APOBEC3A DNA deaminase. 0.41% of 330,000 active. inhibition, % at 20 µM. AID 493011. recombinant A3A, FAM/TAMRA ssDNA deamination fluorescence;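 active = at least 40% inhibition at 20 µM here, with at most 30% in a related deaminase screen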;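 note: plate controls were A3A with DMSO for no effect and wells lacking A3A enzyme for full effect; some results filed as inactive read as strong as hits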
Target sequence (P31941 whole entry, looked up): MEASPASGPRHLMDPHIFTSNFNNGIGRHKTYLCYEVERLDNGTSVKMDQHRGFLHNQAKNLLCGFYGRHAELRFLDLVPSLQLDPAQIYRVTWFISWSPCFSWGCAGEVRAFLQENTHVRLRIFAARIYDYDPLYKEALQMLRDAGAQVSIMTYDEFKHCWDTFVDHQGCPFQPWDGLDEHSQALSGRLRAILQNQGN
Gli-Sufu antag: antagonists of Gli-Sufu signaling. Sufu-KO-LIGHT fibroblasts, Gli luciferase reporter luminescence. inhibition, % at 5 µM. 0.74% of 340,000 active;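 active = inhibition above about 55%, limit read from the data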;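 note: 0% = DMSO-treated cells and 100% = wells with medium but no cells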
A3G deaminase: APOBEC3G (human) deaminase inhibition | Q9HC16 | recombinant A3G, ssDNA deamination FAM/TAMRA fluorescence | inhibition, % at 20 µM | 0.28% of 330,000 active;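 active = inhibition of at least 40% at 20 µM, with no more than 30% in the related APOBEC3A deaminase screen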;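 note: plate controls were DMSO wells with A3G for no effect and wells lacking A3G enzyme for full effect; some compounds called inactive have numbers as strong as hits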
Target sequence (Q9HC16 whole entry, looked up): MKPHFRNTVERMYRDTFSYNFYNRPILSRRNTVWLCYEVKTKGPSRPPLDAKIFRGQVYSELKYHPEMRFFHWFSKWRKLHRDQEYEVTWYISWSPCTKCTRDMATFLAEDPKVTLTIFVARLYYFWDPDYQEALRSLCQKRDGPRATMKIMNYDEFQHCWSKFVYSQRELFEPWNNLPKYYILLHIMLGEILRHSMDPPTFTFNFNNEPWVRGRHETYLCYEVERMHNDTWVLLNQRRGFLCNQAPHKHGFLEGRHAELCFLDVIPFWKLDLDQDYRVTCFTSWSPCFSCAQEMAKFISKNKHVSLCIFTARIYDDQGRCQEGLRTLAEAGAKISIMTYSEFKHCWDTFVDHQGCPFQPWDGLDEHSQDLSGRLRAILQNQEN
EBI2 antag: antagonists of human EBI2 receptor; P32249; EBI2 beta-arrestin recruitment, luminescence, 7a,25-OHC stimulated; inhibition, % at 5 µM; 0.81% of 360,000 active; AID 651636; in the data active = inhibition above about 38%;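 note: enzyme fragment complementation signal reports receptor beta-arrestin coupling in cells; 0% = agonist plus DMSO wells and 100% = wells without agonist; some results beyond the cut were filed as inactive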
MPTP inh: permeability transition pore inhibition; isolated mouse mitochondria, Ca2+ swelling absorbance, 30 min; inhibition, % at 10 µM; 1.4% of 360,000 active; AID 602449;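 active = inhibition of 50% or more, scaled per plate between neutral and stimulator controls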;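 note: 0% = DMSO wells given calcium and 100% = 1 mM EGTA wells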
CXCR6 block: CXCR6 (human) receptor inhibition; inhibition, % at 20 µM; O00574; CHO-K1 PathHunter CXCR6 beta-arrestin, luminescence; 0.36% of 360,000 active; AID 602244; in the data active = inhibition above about 34%, passing the limit was not always enough;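 note: antagonist mode with CXCL16 agonist at 10 nM final; 0% = 10 nM CXCL16 with DMSO and 100% = unstimulated wells without agonist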
Numbers without * were called inactive; / = not tested or not shown.

Preview, 2 compounds:
SMILES	CCR6 antagonist	NR3A LBD binder	APOBEC3A inh	Gli-Sufu antag	A3G deaminase	EBI2 antag	MPTP inh	CXCR6 block
Cc1cccc(NC(=S)NNC(=O)CCn2nc(C)c([N+](=O)[O-])c2C)c1	31	-3	-1	2	1	-5	-4.4	8
CCCc1cc(C(=O)Nc2ccc(C)cc2)no1	2	-2	-4	-22	-1	5	-1.0	6

The listing, previewed entries included:
SMILES	CCR6 antagonist	NR3A LBD binder	APOBEC3A inh	Gli-Sufu antag	A3G deaminase	EBI2 antag	MPTP inh	CXCR6 block
Cc1cccc(NC(=S)NNC(=O)CCn2nc(C)c([N+](=O)[O-])c2C)c1	31	-3	-1	2	1	-5	-4.4	8
CCCc1cc(C(=O)Nc2ccc(C)cc2)no1	2	-2	-4	-22	-1	5	-1.0	6
Cc1ccc(NC(=O)CSc2nnc(C)c(=O)n2N)cc1	2	-1	-1	0	-6	-6	-2.3	7
O=C1CC(SCc2nc3ccccc3[nH]2)C(=O)N1c1cccc(F)c1 (centres undefined)	10	-4	-4	-16	-7	1	0.3	-1
O=C(COc1ccc(Cl)cc1)Nc1ncccn1	-4	1	0	6	-4	-3	-2.3	9
Cn1cnc([N+](=O)[O-])c1Oc1ccc2ccccc2c1	12	2	-8	1	-6	-30	0.8	-7
CCOCCCNC(=S)N1CCN(c2nc(-c3ccccc3)cs2)CC1	21	-6	-4	17	-8	9	1.2	-7
CN(C(=O)Nc1ccccc1)C1CCCc2ccccc21 (centres undefined)	1	2	-3	-21	-9	-5	0.4	1
CCOc1ccc2[nH]c(=O)c(C(c3nnnn3CC3CCCO3)N3CCc4ccccc4C3)cc2c1 (centres undefined)	-5	2	0	1	-3	4	1.9	3
CC1=NN(c2ccccc2)C(=O)C1N=Nc1ccc(S(N)(=O)=O)cc1 (centres undefined)	30	-1	-3	9	-7	6	1.8	22
O=C(Nc1cccc(-n2cnnn2)c1)c1cc(Cl)nc(Cl)c1	11	0	-4	12	-7	-1	7.7	2
CC(C)(C)CC(C)(C)NCC(O)COc1c(F)cc(Br)cc1F (centres undefined)	2	-1	-2	2	-11	-10	102*	-1
Clc1cccc(Cl)c1CON/C=N/c1ncnc2sccc12	33	-34	-2	1	-3	10	69*	-21
COc1ccc(C(=O)/C=C/Nc2ccc(S(=O)(=O)Nc3nc(C)cc(C)n3)cc2)cc1OC	16	-19	-1	4	-6	-4	-0.7	-11
COc1c2ccoc2nc2c(OC)c(OCC(O)C(C)(C)O)ccc12 (centres undefined)	10	1	-2	-12	-2	2	-1.3	-6

Three entries from above, arranged by SMILES length, largest number first:
SMILES	CCR6 antagonist	NR3A LBD binder	APOBEC3A inh	Gli-Sufu antag	A3G deaminase	EBI2 antag	MPTP inh	CXCR6 block
COc1ccc(C(=O)/C=C/Nc2ccc(S(=O)(=O)Nc3nc(C)cc(C)n3)cc2)cc1OC	16	-19	-1	4	-6	-4	-0.7	-11
COc1c2ccoc2nc2c(OC)c(OCC(O)C(C)(C)O)ccc12 (centres undefined)	10	1	-2	-12	-2	2	-1.3	-6
CCOCCCNC(=S)N1CCN(c2nc(-c3ccccc3)cs2)CC1	21	-6	-4	17	-8	9	1.2	-7

Sorted by value in MPTP inh (ascending): 5 of the compounds above.
| SMILES | MPTP inh |
| --- | --- |
| Cc1ccc(NC(=O)CSc2nnc(C)c(=O)n2N)cc1 | -2.3 |
| CCCc1cc(C(=O)Nc2ccc(C)cc2)no1 | -1.0 |
| O=C1CC(SCc2nc3ccccc3[nH]2)C(=O)N1c1cccc(F)c1 (centres undefined) | 0.3 |
| CCOc1ccc2[nH]c(=O)c(C(c3nnnn3CC3CCCO3)N3CCc4ccccc4C3)cc2c1 (centres undefined) | 1.9 |
| CC(C)(C)CC(C)(C)NCC(O)COc1c(F)cc(Br)cc1F (centres undefined) | 102* |

Further compounds follow.
SMILES	CCR6 antagonist	NR3A LBD binder	APOBEC3A inh	Gli-Sufu antag	A3G deaminase	EBI2 antag	MPTP inh	CXCR6 block
Cc1ccccc1NC(=O)c1cccc(Cn2cc(Br)c([N+](=O)[O-])n2)c1	5	-2	0	-4	-3	19	-0.9	5
Cn1c(=O)[nH]c2c(c1=O)CCO2	0	4	/	4	/	0	0.1	8
CCOc1cc(CNCc2ccncc2)cc(Cl)c1OC	-12	-3	0	32	-8	-16	0.2	-5
O=c1nc2sc3ccccc3n2c(=O)n1-c1ccc(Cl)cc1	-9	-2	3	-37	-8	1	18	0
Cn1nc(OCCOc2ccccc2)ccc1=O	-12	-1	-1	-1	-3	-4	-5.4	-4
Cc1cc(NC(=O)c2cccc(S(=O)(=O)N3CCOCC3)c2)c2ccccc2n1	3	0	-3	3	-3	0	-0.1	-9
Cc1nc(-c2cccc(NC(=O)c3ccco3)c2)cs1	-10	-9	3	-10	-5	-3	-0.1	2
CCOC(=O)c1ccc(-c2ccc(/C=C(\C#N)C(=O)NCc3cccs3)o2)cc1	-4	-3	/	-13	/	3	2.7	-7
CCSc1nnc(NC(=O)C2(C)Cc3ccccc3C(=O)O2)s1 (centres undefined)	-16	-1	-3	5	-8	-17	0.7	0
NC(=O)CSc1nc(-c2ccccc2Cl)ns1	11	2	-2	-27	-5	-8	-1.3	-6
CC(=O)Nc1ccc(S(=O)(=O)N2CCN(Cc3cccs3)CC2)cc1	9	0	5	12	-4	-14	1.4	-12
C/C(=N\OC(=O)c1c(-c2ccccc2Cl)noc1C)c1nccs1	-3	0	1	-26	-1	11	0.5	-3
COc1ccc(CCNC(=O)CSCc2c(F)cccc2Cl)cc1OC	24	0	2	14	-10	10	-0.7	-3
CCC(C)(C)n1nnnc1C(C(C)C)N1CCN(C(=O)c2ccco2)CC1 (centres undefined)	9	-3	-4	-1	-7	-5	-0.7	2
CCC1CN(C(=O)N2CCC(C(=O)NCc3ccc(C)o3)CC2)c2ccccc2O1 (centres undefined)	18	1	-6	0	-6	0	-1.5	4

Some values from the entries so far.
CCOC(=O)c1ccc(-c2ccc(/C=C(\C#N)C(=O)NCc3cccs3)o2)cc1 @ MPTP inh = 2.7
Cc1nc(-c2cccc(NC(=O)c3ccco3)c2)cs1 @ CXCR6 block = 2
CCC1CN(C(=O)N2CCC(C(=O)NCc3ccc(C)o3)CC2)c2ccccc2O1 (centres undefined) @ CCR6 antagonist = 18

(listing goes on)
SMILES	CCR6 antagonist	NR3A LBD binder	APOBEC3A inh	Gli-Sufu antag	A3G deaminase	EBI2 antag	MPTP inh	CXCR6 block
C=C(C)CNC(=S)N/N=C(\C)c1ccc(-n2ccnc2)cc1	3	-1	0	-9	1	7	-1.0	7
CCOC(=O)C(NC(=O)Nc1ccc(F)cc1)(OCC)C(F)(F)F (centres undefined)	3	3	-6	3	-1	7	-4.2	-4
O=C(Nc1ccc(Cl)cc1)Nc1cccc(C(=O)O)c1	8	6	-1	-87	-6	4	-0.1	-6
Cc1noc(C)c1COc1ccc(C(=O)OC(C)C(=O)Nc2ccc(N3CCOCC3)cc2)cc1 (centres undefined)	6	5	1	-1	-1	-2	1.0	-9
COc1cc(/C=C2\SC(=S)N(NS(=O)(=O)c3ccc(C)cc3)C2=O)cc(OC)c1OC	21	-6	-1	-1	-8	0	3.0	-1
Cc1ccccc1NC(=O)Cc1nc(COC(=O)CCC(=O)c2ccccc2)cs1	12	0	0	1	-4	-1	-0.1	4
CCC(C)(C)NC(=O)C(c1ccc(F)cc1)N(Cc1ccco1)C(=O)CCC(=O)Nc1ccccn1 (centres undefined)	-9	-5	-3	6	-5	0	0.1	-1
COc1ccc(OCCOCCN2CCOCC2)cc1	-16	2	0	-16	10	5	0.4	0
CSc1n[nH]c(NC2=CC(=O)CCC2)n1	-43	-4	3	7	0	-6	-1.1	-11
O=C(CN1C(=O)CSCC1=O)Nc1ccc2c(c1)OCO2	-3	1	0	-13	3	-5	-0.5	-5
c1ccc(C2=Nn3c(nnc3-c3cccs3)SC2)cc1	13	-2	-4	-3	-11	-6	3.4	-2
CC1CCCN(S(=O)(=O)c2ccc(C(=O)Nc3sc4c(c3C(N)=O)CCN(C)C4)cc2)C1 (centres undefined)	9	-5	-2	-9	-8	-9	1.0	-1
O=S(=O)(c1ccc2c(c1)CCCN2)N1CCCCC1	7	0	-1	0	-7	4	-0.6	-2
CCN(CC)C(=O)N1CCC(NC(=O)Cc2ccccc2)CC1	-1	-3	1	0	-2	-3	-0.1	1
CC(C)C[C@@H](COc1ccccc1)N1CCN(Cc2ccccc2)CCC1=O	0	3	3	14	4	/	/	/
O=C(CN1CCOCC1)N/N=C/c1c(O)ccc2ccccc12	1	1	-6	8	-5	-3	0.3	-10
Cc1ccccc1NC(=O)CN1C(=O)C2C3CC(C(Br)C3Br)C2C1=O (centres undefined)	-12	-1	-1	-3	16	-3	-31	-16
CCNC(=O)NC(=O)COC(=O)c1cccc(S(=O)(=O)N2CC3(C)CC2CC(C)(C)C3)c1 (centres undefined)	22	3	6	39	7	23	-1.1	2
NS(=O)(=O)c1ccc(-c2ccc(C=O)o2)cc1	-6	0	1	-3	-2	-7	-2.6	7
O=C(NCCCN1CCOCC1)C(=O)NCc1ccc(Cl)cc1	6	-1	-5	6	-9	0	-0.4	7
CC1(C)CN(c2ccc(C(=O)c3ccccc3)cc2)C1=O	-6	-1	-4	1	-7	6	3.6	-6
COC(=O)c1cccc(N(C(=O)c2cnccn2)C(C(=O)NC2CCCCC2)c2cn(C)nc2C)c1 (centres undefined)	-2	-4	-5	-10	-6	6	-2.4	-8
CS(=O)(=O)c1ccc2nc(NC(=O)C3CC(=O)N(c4ccc(F)cc4)C3)sc2c1 (centres undefined)	15	-2	7	-15	-2	-3	-1.3	3
CCOC(=O)Cc1nn(Cc2nc(-c3ccc(C#N)cc3)cs2)c(=O)c2ccccc12	18	1	-6	7	-1	-6	8.2	-5
CCCCCn1c(=S)[nH]c2cc(C(=O)N3CCN(C(=O)OCC)CC3)ccc2c1=O	20	0	-5	-11	-6	3	-2.2	-8
CC(C)NC(=O)N(C)C[C@H]1Oc2ccc(NC(=O)Nc3ccccc3)cc2C(=O)N([C@@H](C)CO)C[C@@H]1C	12	0	-3	-9	-3	12	0.0	0
COc1ccccc1CNn1c(-c2cccc(C)c2)nc2ccccc2c1=O	8	-3	3	-4	3	10	0.8	6
O=C(Nc1ccccn1)C1CCN(C(=O)c2ccc(F)cc2)CC1	7	0	1	6	1	-3	-0.3	-13
O=C(O)c1cc(-c2ccccc2)c(N2CCOCC2)s1	7	-2	-5	-7	-13	-3	-0.8	-1
O=C(c1ccc2c(c1)OCO2)C1CCCN(Cc2cn[nH]c2-c2ccccc2)C1 (centres undefined)	14	2	-4	-6	-6	9	-0.2	4
O=C(CNC(=O)N1CC(=O)Nc2ccccc21)Nc1cc(Cl)ccc1Cl	5	2	2	-18	2	-1	-1.3	-10
CCOC(=O)c1c[nH]c2c(C)ccc(Cl)c2c1=O	5	-3	1	-4	2	-17	-0.6	0
CC(Cc1ccsc1)NC(=O)CCc1nnc(COc2ccccc2)o1 (centres undefined)	16	0	-2	-2	-2	8	0.5	-4
COc1cc(Cl)c(NS(=O)(=O)c2cc3[nH]c(=O)c(=O)[nH]c3cc2C)c(OC)c1	6	-5	-1	-5	-9	-5	-1.1	-20

Compounds were not picked by outcome; any-hit rate near 5.8%.
